OX1R antag-1 = blocks the human orexin 1 receptor | inhibition, % at 6.6 µM | OX1R-expressing cells, FRET antagonist read-out | O43613 | 330,000 tested, 1.8% active | AID 485270; in the data active = inhibition mostly above about 38%, no sharp cut-off; inactive = mostly below about 40%;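 also: 0% = agonist challenge alone and 100% = reference antagonist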
Target sequence (O43613 whole entry, looked up): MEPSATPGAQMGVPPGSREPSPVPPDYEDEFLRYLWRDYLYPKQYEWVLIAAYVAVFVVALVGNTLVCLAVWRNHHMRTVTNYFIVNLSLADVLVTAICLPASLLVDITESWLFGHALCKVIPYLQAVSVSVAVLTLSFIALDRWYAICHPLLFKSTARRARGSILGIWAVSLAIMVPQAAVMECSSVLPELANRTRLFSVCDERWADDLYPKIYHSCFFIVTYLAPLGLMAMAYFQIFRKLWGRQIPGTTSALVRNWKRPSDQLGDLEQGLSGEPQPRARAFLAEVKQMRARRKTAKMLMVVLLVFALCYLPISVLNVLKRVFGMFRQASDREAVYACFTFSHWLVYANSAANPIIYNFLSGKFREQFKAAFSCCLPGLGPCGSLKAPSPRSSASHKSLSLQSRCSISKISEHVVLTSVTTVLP
OX1R antag-2 = human HCRTR1 antagonism | 330,000 tested, 0.43% active | O43613 | CHO/OX1R cells, Fluo-8 calcium fluorescence, orexin A | AID 434989 | inhibition, % at 5 µM;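 active = inhibition above its plate's threshold, mean inhibition of all tested compounds on the plate plus 3 SD, cut at about 37% in these data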;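 also: 0% = orexin A challenge wells and 100% = SB-334867-A antagonist wells; not every result past the cut was called active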
CHT allo act = human CHT allosteric activation; CHT-expressing cells, membrane potential dye, choline EC20; hits give high values; LV-AA mutant CHT in HEK293 cells; B-score at 10 µM; 310,000 tested, 0.49% active;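 active = initial fluorescence not abnormally high and integrated response B-score, plate-corrected, over 3 SD above library mean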
Target sequence (Q9GZV3 whole entry, looked up): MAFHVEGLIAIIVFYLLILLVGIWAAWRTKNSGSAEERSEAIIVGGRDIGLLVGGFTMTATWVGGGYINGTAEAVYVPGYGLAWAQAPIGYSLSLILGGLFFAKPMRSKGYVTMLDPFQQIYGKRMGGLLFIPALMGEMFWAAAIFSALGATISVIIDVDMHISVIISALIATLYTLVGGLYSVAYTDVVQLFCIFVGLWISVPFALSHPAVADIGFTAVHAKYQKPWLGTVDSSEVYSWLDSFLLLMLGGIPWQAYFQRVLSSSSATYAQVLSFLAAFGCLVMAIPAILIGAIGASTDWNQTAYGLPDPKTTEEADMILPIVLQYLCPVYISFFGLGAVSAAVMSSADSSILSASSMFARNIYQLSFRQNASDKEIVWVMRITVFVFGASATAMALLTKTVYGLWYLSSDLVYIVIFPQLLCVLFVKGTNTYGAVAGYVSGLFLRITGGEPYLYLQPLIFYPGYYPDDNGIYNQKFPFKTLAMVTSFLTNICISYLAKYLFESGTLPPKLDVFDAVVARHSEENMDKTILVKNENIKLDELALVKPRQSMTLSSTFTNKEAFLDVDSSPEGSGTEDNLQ
Active calls of the source: *; i = inactive; . = not tested or not shown; & = joins results of further samples.

smiles | OX1R antag-1 | OX1R antag-2 | CHT allo act
CC(=O)c1ccc(NC(=O)c2ccc3nc(-c4ccco4)c(-c4ccco4)nc3c2)cc1 | 35.9 | -29.0 | i
COCCNC(=O)Cn1nc(-c2ccccc2OC)ccc1=O | 21.5 | 4.7 | i
CNc1nc(-c2ccccc2)cc(C)c1S(C)(=O)=O | 21.9 | -25.2 | i
COc1ccc(C(=O)Nc2ccc(NC(C)=O)cc2)cc1S(=O)(=O)N(C)Cc1ccccc1 | 13.3 | -8.4 | .
O=C(Nc1nnc(SCc2ccccn2)s1)C1CC(=O)N(c2ccccc2)C1 (centres undefined) | 8.8 | -2.3 | i
CCCN(C(=O)c1ccc(OCC(C)C)cc1)c1c(N)n(Cc2ccccc2)c(=O)[nH]c1=O | 14.7 | -24.1 | i
CCN(CC)CCN1C(=O)Cn2c(C)c(C)c3cccc1c32 | 19.4&11.6 | -30.1&-24.4 | i
O=C(C1CCCO1)N(c1ccc(F)cc1)C1C=CS(=O)(=O)C1 (centres undefined) | 16.3 | -15.4 | i
COc1ccc(CN(C)CC(=O)NC(=O)Nc2ccccc2F)cc1 | 15.9 | -13.9 | .
Cc1ccc(C)c(OCC(=O)NCC(c2ccco2)N2CCCCC2)c1 (centres undefined) | 12.3 | -22.6 | i
CCn1c(SCC(=O)NCc2cccs2)nc2c1c(=O)n(C)c(=O)n2C | 1.2 | -0.4 | i
CSc1cccc(NC(=O)CSc2nc3ccccc3o2)c1 | 18.1 | -9.9 | i
COc1cc(NC(=O)c2sc3nc(C)nc(N4CCOCC4)c3c2C)cc(OC)c1OC | 6.3 | -25.8 | i
CCOc1ccc(C2=Nn3c(nnc3-c3ccccn3)SC2)cc1 | 10.7 | -30.3 | i
O=C(NCC1CCCO1)C1CC(=O)N(c2cccc(Cl)c2)C1 (centres undefined) | 10.3 | -0.1 | i
OC(COCc1ccc(Cl)cc1)CN1CCN(c2ccccn2)CC1 (centres undefined) | 7.7 | -21.5 | i
O=C(CCc1nc(-c2ccc(Cl)cc2)no1)NC1CCCCC1 | 20.8 | -10.1 | i
COc1ccc(CCNC(=O)C(NS(=O)(=O)c2ccc3c(c2)CCN3C(C)=O)C(C)C)cc1OC (centres undefined) | 4.0 | -14.8 | i
COC(=O)C[C@H](NC(=O)Cn1cnc2c(NCc3ccccc3)ncnc21)C(=O)OC | -0.3 | -11.6 | .
O=C(NCCN1CCCCC1)c1cccc2c1C(=O)c1ccc(N3CCCC3)cc1S2(=O)=O | 33.5 | -10.8 | .
COc1cc2nc(NCC3CCCO3)n3nc(-c4cccnc4)nc3c2cc1OC (centres undefined) | 12.8 | -13.0 | i
CC(C)COP(=O)(OCC(C)C)C(Nc1ccccc1)c1ccc2c(c1)OCO2 (centres undefined) | 13.9 | -33.9 | i
CC(C)C[C@@]12C(=O)N(c3cccc(Cl)c3)C(=O)N1[C@H](c1ccc(Cl)cc1)[C@@H]1C(=O)N(C3CCCCC3)C(=O)[C@@H]12 | 19.4 | -35.6 | i
Cc1cc(C(=O)OCC(=O)c2ccc(Cl)c([N+](=O)[O-])c2)c2cccc(C)c2n1 | 14.5 | 2.5 | i
COC(=O)c1ccc(S(=O)(=O)NCc2ccccn2)n1C | -1.4 | -2.3 | i
CN(c1ccccc1)S(=O)(=O)c1ccc2ccccc2c1 | 13.6 | -30.1 | i
Cc1cc(Cl)ccc1OCC(=O)NNC(=O)c1cccs1 | -3.1 | -16.4 | i
NC(=O)C1CCN(S(=O)(=O)c2cccc(S(=O)(=O)N3CCCCC3)c2)CC1 | 6.0 | -15.0 | i
CC(=O)c1ccc2c3c(cccc13)C(=O)N(c1c(C)nn(C)c1C)C2=O | 67.0* | -15.1 | i
Fc1ccccc1Cn1nnc2c(NCCc3ccccn3)ncnc21 | 26.6 | -12.9 | i
COc1ccc(NC(=O)c2cc(CN3C(=O)c4ccccc4C3=O)ccc2OC)cn1 | 33.4 | -15.4 | i
CCCn1nnnc1NC(=O)COc1ccc(Cl)cc1C | 5.6 | -19.8 | i
CCCc1nc(SCC(=O)Nc2cc(C)on2)c2c(=O)n(C)c(=O)n(C)c2n1 | 3.5 | -26.4 | i
Cc1cccc(OCC(=O)Nc2nc3ccc([N+](=O)[O-])cc3s2)c1C | 13.8 | 2.1 | i
O=C(NC1CCN(C(=S)NCc2ccco2)CC1)C12CC3CC(CC(C3)C1)C2 | 12.1 | 0.4 | i
O=C(NCCCN1CCCC1=O)NC1CCCCC1 | 4.3 | -14.8 | i
O=C(Nc1cccnc1)c1cc(-c2ccco2)on1 | -0.1 | -17.5 | i
Cc1nc2nc(CSc3ccc(Cl)cc3)cc(=O)n2[nH]1 | 12.4 | -4.7 | i
O=C(N/N=C/c1ccc2cccnc2c1)c1ccco1 | 25.9 | -19.3 | i
C=CCN(C(=O)Nc1ccccc1)C1CC(=O)N(c2ccc(OC)cc2)C1=O (centres undefined) | 4.4 | -16.6 | i
O=C(NCCN1CCN(c2ccccc2)CC1)Nc1cccc(Cl)c1 | 7.9 | -37.7 | i
O=C(CN(c1ccccn1)S(=O)(=O)c1ccccc1)N/N=C/c1cccc([N+](=O)[O-])c1 | 16.3 | 15.5 | i
O=C(Nc1ccc(-c2cn3ccccc3n2)cc1)c1cccs1 | 16.3 | -17.5 | i
COc1cccc(-c2nc3ccc(O)cc3c(=O)o2)c1 | 9.3 | 26.8 | i
CC1=NN(Cc2cc(C(C)(C)C)c(O)c(C(C)(C)C)c2)C(=O)C1 | 4.0 | -16.7 | i
CC(=O)Nc1ccc(S(=O)(=O)NCCSCc2cccc(Cl)c2)cc1 | 29.2 | -9.9 | i
Cc1ccc(C(=O)NCc2ccc3c(c2)OCO3)cc1N1CCCC1=O | 3.2 | 11.0 | i
Cc1ccc(-c2cc(C(=O)Nc3ccc(S(=O)(=O)Nc4nc(C)cc(C)n4)cc3)c3ccccc3n2)cc1 | 13.2 | -15.6 | i
COCCn1c(N)c(N(Cc2ccccc2)C(=O)Cc2c(Cl)cccc2Cl)c(=O)[nH]c1=O | 2.2 | -9.5 | i
COc1cc(C(=O)NCC(c2cccnc2)N2CCN(c3ccc(F)cc3)CC2)cc(OC)c1OC (centres undefined) | 0.2 | -18.4 | i
COc1ccc(N2CCN(C(=O)c3cc([N+](=O)[O-])ccc3N3CCN(CCO)CC3)CC2)cc1 | 26.2 | -0.5 | i
NC1=NCC(O)=C1c1nc2ccccc2[nH]1 | 24.4 | -8.2 | i
Cc1ccc(NC(=O)c2cc(=O)c3ccccc3o2)cc1 | 19.0 | -23.6 | i
Cc1ccc(-c2nnc(NC3CCCCC3)c3ccccc23)cc1S(=O)(=O)N1CCN(C)CC1 | 11.5 | -11.0 | i
CC(C)C(NC(=O)c1ccc(F)cc1)C(=O)N1CCC1 (centres undefined) | 2.3 | -16.1 | .
CCOC(=O)c1c(C)[nH]c(C(=O)COC(=O)c2ccc(O)cc2O)c1C | 11.0 | -3.7 | i
O=C(CNS(=O)(=O)c1ccccc1)NCC(=O)OCc1ccc(C(=O)c2ccccc2)cc1 | -2.2 | -8.4 | i
Cn1ncc2c(NNC(=O)c3ccccc3Cl)ncnc21 | 1.5 | -3.8 | i
Cc1cc(C)nc(NC2=NCC(=O)N2CCc2c[nH]c3ccccc23)n1 | 10.5 | -17.6 | i
Cc1cc(NC(=O)CCC(=O)N(Cc2cccs2)C(C)(C)C(=O)NC2CCCCC2)no1 | 26.8 | -15.6 | i

Next structures follow.
smiles | OX1R antag-1 | OX1R antag-2 | CHT allo act
Cc1cc(/C(O)=C2\C(=O)C(=O)N(CCN(C)C)C2c2ccncc2)ccc1OCc1ccccc1 (centres undefined) | 5.6 | -6.8 | i
COc1ccc(C(=S)N2CCOCC2)cc1OS(=O)(=O)c1ccccc1[N+](=O)[O-] | 16.5 | -0.4 | i
CNC(=S)/N=C(\Nc1ccc(C)cc1)c1ccccc1 | 4.5 | -26.9 | i
Cc1ccc(NC(=O)c2ccccc2Cl)cc1-n1cnnn1 | 10.4 | -11.6 | i
O=C(Nc1ccc(F)cc1)Nc1ccc(N2CCOCC2)c2nonc12 | 15.5 | -34.6 | i
CC(=O)N1CCN(S(=O)(=O)c2ccc(F)c(Cl)c2)CC1 | 10.2 | -7.0 | i
O=c1c2c(-c3cccs3)csc2ncn1/N=C/c1ccc(OC(F)F)cc1 | 13.1 | -17.4 | i
Nc1ncncc1-c1ccc2ccccc2c1 | 5.7 | -16.8 | i
COc1cccc(NC(=O)c2cc(-c3ccc(C)o3)nc3ccccc23)c1 | 5.7 | -16.9 | i
O=C(CN1c2ccccc2Sc2ccccc21)NNC(=O)Nc1cccc(Cl)c1 | 14.3 | -19.3 | i
CCOC(=O)[C@H]1[C@H]2COc3ccc(Cl)cc3[C@@H]2N2C(=O)CN(Cc3ccc(OC)cc3)C(=O)[C@@]12C | 19.3 | -18.2 | .
CC(=O)N/C(=N/c1nc(C)cc(C)n1)Nc1cccc(C)c1C | 0.1 | -10.4 | i
O=C(/C=C\Nc1cccc(F)c1)c1ccc2c(c1)OCO2 | 16.5 | -5.7 | i
CC(C)(C)c1ccc(CN2C(=O)c3ccccc3S2(=O)=O)cc1 | 19.7 | -21.0 | i
COc1cc(O)c(C(CCN2CCN(c3ccccc3)CC2)c2cc(OC)c(OC)c(OC)c2)c(OC)c1 (centres undefined) | 4.5 | -6.5 | i
O=C(NCc1ccccc1)C(c1ccccc1F)N(CC1CCCO1)C(=O)c1ccccn1 (centres undefined) | 3.5 | -2.1 | i
COC(=O)C1=C(C)N(CCc2ccc(OC)c(OC)c2)C(=O)C1 | 24.2 | -33.4 | i
Cc1cc(C(=O)NC2CCCc3ccccc32)ccc1[N+](=O)[O-] (centres undefined) | 20.4 | -27.2 | i
CCn1nc(C)c(CN2CCN(Cc3ccc(OC)c(C)c3C)C(CCO)C2)c1C (centres undefined) | 8.3 | -19.3 | i
Cc1c(C(=O)Nc2ccc(S(N)(=O)=O)cc2)oc2ccc(Cl)cc12 | 4.5 | 18.7 | i
C/C(=N\NC(=O)c1ccc(Cl)cc1)c1cccc(NC(=O)C(C)C)c1 | 38.4 | -11.7 | i
N=c1c2c(n(Cc3ccc(F)cc3)c3c1CCC3)CCC2 | 24.0 | -1.2 | 7.09*
c1ccc2nc(N3CCOCC3)cnc2c1 | 27.4 | -7.8 | i
CCC(=O)Nc1cc(SCCO)cc([N+](=O)[O-])c1 | 23.1 | -7.7 | i
COc1ccc(C2(C)NC(=O)N(CC(=O)Nc3ccc4c(c3)CCC4)C2=O)cc1OC (centres undefined) | 1.6 | -16.1 | .
COc1cccc(Cn2cccc(NC(=O)Nc3cccc(C#N)c3)c2=O)c1 | 50.5 | -6.1 | i
CC1CCN(S(=O)(=O)c2ccc3c(c2)oc(=O)n3CC(=O)N2CCc3ccccc3C2)CC1 | 8.6 | -18.1 | i
O=C(N/N=C\c1ccc(Oc2ccccc2)cc1)c1csnn1 | 23.2 | -13.0 | i

Molecules shown so far containing a Cl atom (18):
smiles | OX1R antag-1 | OX1R antag-2 | CHT allo act
O=C(NCC1CCCO1)C1CC(=O)N(c2cccc(Cl)c2)C1 (centres undefined) | 10.3 | -0.1 | i
OC(COCc1ccc(Cl)cc1)CN1CCN(c2ccccn2)CC1 (centres undefined) | 7.7 | -21.5 | i
O=C(CCc1nc(-c2ccc(Cl)cc2)no1)NC1CCCCC1 | 20.8 | -10.1 | i
CC(C)C[C@@]12C(=O)N(c3cccc(Cl)c3)C(=O)N1[C@H](c1ccc(Cl)cc1)[C@@H]1C(=O)N(C3CCCCC3)C(=O)[C@@H]12 | 19.4 | -35.6 | i
Cc1cc(C(=O)OCC(=O)c2ccc(Cl)c([N+](=O)[O-])c2)c2cccc(C)c2n1 | 14.5 | 2.5 | i
Cc1cc(Cl)ccc1OCC(=O)NNC(=O)c1cccs1 | -3.1 | -16.4 | i
CCCn1nnnc1NC(=O)COc1ccc(Cl)cc1C | 5.6 | -19.8 | i
Cc1nc2nc(CSc3ccc(Cl)cc3)cc(=O)n2[nH]1 | 12.4 | -4.7 | i
O=C(NCCN1CCN(c2ccccc2)CC1)Nc1cccc(Cl)c1 | 7.9 | -37.7 | i
CC(=O)Nc1ccc(S(=O)(=O)NCCSCc2cccc(Cl)c2)cc1 | 29.2 | -9.9 | i
COCCn1c(N)c(N(Cc2ccccc2)C(=O)Cc2c(Cl)cccc2Cl)c(=O)[nH]c1=O | 2.2 | -9.5 | i
Cn1ncc2c(NNC(=O)c3ccccc3Cl)ncnc21 | 1.5 | -3.8 | i
Cc1ccc(NC(=O)c2ccccc2Cl)cc1-n1cnnn1 | 10.4 | -11.6 | i
CC(=O)N1CCN(S(=O)(=O)c2ccc(F)c(Cl)c2)CC1 | 10.2 | -7.0 | i
O=C(CN1c2ccccc2Sc2ccccc21)NNC(=O)Nc1cccc(Cl)c1 | 14.3 | -19.3 | i
CCOC(=O)[C@H]1[C@H]2COc3ccc(Cl)cc3[C@@H]2N2C(=O)CN(Cc3ccc(OC)cc3)C(=O)[C@@]12C | 19.3 | -18.2 | .
Cc1c(C(=O)Nc2ccc(S(N)(=O)=O)cc2)oc2ccc(Cl)cc12 | 4.5 | 18.7 | i
C/C(=N\NC(=O)c1ccc(Cl)cc1)c1cccc(NC(=O)C(C)C)c1 | 38.4 | -11.7 | i

From PubChem
